# From PubChem BioAssay
# MEX-5 binding: C. elegans MEX-5 TCR-2 RNA binding activity | Q9XUB2 | hit rate 0.38% among 300,000 | MEX-5/FITC-TCR2 RNA binding, fluorescence polarization; hits give low values | activity score (negative = inhibition of binding), % at 10 µM | AID 1832;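 active = inhibition past about -25% in most replicates, and total fluorescence under double the plate's negative control median, limit read from the data; inconclusive = replicates evenly split on the limit, or fluorescence at least double controls; inactive = too little inhibition in most replicates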;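 also: 0% = DMSO and -100% = 5 µM competing unlabeled TCR2 RNA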
# Bcl-xL primary: inhibitors of human Bcl-xL | Q07817 | GST-Bcl-xL / FITC-Bim BH3 peptide fluorescence polarization | inhibition, % at 10.9 µM | hit rate 0.7% among 320,000;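 active = inhibition above the mean of all tested compounds plus 3 SD, cutoff set per campaign, cut at about 30% in these data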;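 also: 0% = DMSO wells and 100% = unlabeled Bim-BH3 peptide competitor; inhibitors lower millipolarization by displacing the labeled peptide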
# Target sequence (Q07817 whole entry, looked up): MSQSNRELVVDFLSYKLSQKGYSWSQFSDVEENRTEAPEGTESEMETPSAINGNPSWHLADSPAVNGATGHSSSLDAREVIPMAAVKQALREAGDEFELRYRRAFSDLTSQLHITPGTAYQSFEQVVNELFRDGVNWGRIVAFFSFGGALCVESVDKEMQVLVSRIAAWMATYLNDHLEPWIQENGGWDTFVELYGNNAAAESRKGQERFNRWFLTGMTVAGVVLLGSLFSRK
# GRK2 aptamer HTS: inhibitors of human GRK2 displacing RNA aptamer | AID 488847 | P25098 | inhibition of aptamer binding, % at 10 µM | hit rate 0.59% among 330,000 | bead flow cytometry, FAM-aptamer displacement from GRK2;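 active = inhibition of aptamer binding above 40%, roughly 3 SD of noise, on plates passing a quality check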;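 also: median bead fluorescence of bound FAM aptamer so fluorescent compounds give negative values; no value below 0 was filed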
# Target sequence (P25098 whole entry, looked up): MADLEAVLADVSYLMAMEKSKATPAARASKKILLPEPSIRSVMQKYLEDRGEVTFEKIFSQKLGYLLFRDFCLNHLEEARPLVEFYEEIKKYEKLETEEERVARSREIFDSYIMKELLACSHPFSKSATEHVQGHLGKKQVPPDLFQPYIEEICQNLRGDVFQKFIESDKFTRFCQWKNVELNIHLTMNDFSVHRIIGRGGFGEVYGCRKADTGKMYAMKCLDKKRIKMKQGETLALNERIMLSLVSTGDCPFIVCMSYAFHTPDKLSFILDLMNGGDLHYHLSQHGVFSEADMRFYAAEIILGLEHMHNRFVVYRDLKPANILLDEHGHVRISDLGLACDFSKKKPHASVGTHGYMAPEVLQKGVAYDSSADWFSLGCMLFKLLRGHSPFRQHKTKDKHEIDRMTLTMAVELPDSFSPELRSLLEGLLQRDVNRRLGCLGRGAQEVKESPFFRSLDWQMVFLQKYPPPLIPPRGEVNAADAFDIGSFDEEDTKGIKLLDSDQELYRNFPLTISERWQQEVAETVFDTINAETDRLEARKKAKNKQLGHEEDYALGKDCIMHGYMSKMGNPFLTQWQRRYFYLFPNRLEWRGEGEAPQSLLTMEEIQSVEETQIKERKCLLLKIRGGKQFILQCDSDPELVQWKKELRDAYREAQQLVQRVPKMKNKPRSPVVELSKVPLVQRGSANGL
# GLD-1 TGE inh: GLD-1-TGE RNA interaction inhibition (C. elegans) | Q17339 | purified GLD-1 + fluorescein TGE RNA, fluorescence polarization | inhibition, % at 5.96 µM | hit rate 0.44% among 320,000 | AID 2280;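 active = percent inhibition above a per-plate cutoff, the plate mean of test compounds plus 3 SD, cut at about 30% in these data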;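 also: 0% = DMSO wells with GLD-1 and probe and 100% = wells lacking GLD-1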
# CR mimetic SO: yeast age-related superoxide inhibition as caloric restriction mimetic. S. cerevisiae aged cells, superoxide DHE fluorescence; hits give low values. AID 2690. superoxide response (% of plate mean), % at 10 µM. hit rate 0.18% among 330,000;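 active = superoxide response under a set limit, about three screen SD below normal, cut at about 65% in these data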;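 also: yeast aged for seven days with compound at 30 °C before DHE staining; 100% = average MFI of all compound-treated wells on the plate with controls excluded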
# CIT2 TOR yeast: alters CIT2-GFP fluorescence in TOR pathway yeast screen; S. cerevisiae CIT2-GFP strain, flow cytometry, 3 h; 100 means same as DMSO wells; hit rate 0.065% among 320,000; GFP response vs DMSO, % at 10 µM; AID 2029;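 active = GFP response relative to DMSO above a set limit, near the screen mean plus 3 SD, cut at about 150% in these data; inconclusive = Fewer than 70 cells measured for a yeast strain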;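 also: ratio of well median GFP fluorescence to mean of DMSO wells on the plate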
# AGP1 TOR yeast: modulators of TOR pathway AGP1-GFP in S. cerevisiae | hit rate 0.02% among 320,000 | GFP response vs DMSO, % at 10 µM | AID 2066 | S. cerevisiae AGP1-GFP multiplex flow cytometry, 3 h; GFP as percent of DMSO wells;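 active = GFP response relative to DMSO above a set limit, near screen average plus 3 SD, cut at about 150% in these data; inconclusive = fewer than 70 cells counted for the yeast strain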;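 also: median GFP channel fluorescence of the gated AGP1 strain per well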
# MCL1-BIM inh: MCL1-BIM-BH3 interaction inhibition (human). Q07820. GST-MCL1 / FITC-Bim-BH3 fluorescence polarization. hit rate 0.68% among 320,000. AID 2057. inhibition, % at 10.9 µM;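 active = inhibition above the mean inhibition of all tested compounds plus 3 SD, set per campaign, cut at about 40% in these data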;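 also: 0% = DMSO wells and 100% = unlabeled Bim-BH3 peptide control; higher means more loss of mP so more displacement of Bim peptide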
# VLA-4 inh: inhibition in a human VLA-4 binding assay | inhibition, % (about 7 µM as worked out from the volumes in the protocol) | P13612 | hit rate 0.2% among 330,000 | AID 2557 | VLA-4 expressing cells, ligand binding flow cytometry; in the data active = inhibition above about 50%
# An asterisk follows results filed as active; i = inactive; ? = inconclusive; · = no result given. These rows are one share of the data, so the mix of outcomes need not match the whole.
SMILES,MEX-5 binding,Bcl-xL primary,GRK2 aptamer HTS,GLD-1 TGE inh,CR mimetic SO,CIT2 TOR yeast,AGP1 TOR yeast,MCL1-BIM inh,VLA-4 inh
C=Cn1ccnc1P(=S)(c1ccc(Cl)cc1)c1nccn1C=C,1.8,-1,0,-2,88,95,102,4,-8
CCN(CC)C(=O)c1ccc(NC(=O)c2ccc(N3CCCC3=O)cc2)cc1,·,-1,0,-3,96,93,98,-4,2
O=c1[nH]c(=O)n(CCC2=CCCCC2)c(O)c1C=NCc1cccnc1,4.1,4,4,4,100,106,108,3,0
Cc1ccccc1CN1CCCN(Cc2ccc(Cl)cc2)S1(=O)=O,0.9,6,2,4,105,98,91,-1,1
COC(=O)C1=C(c2ccc(OC)c(OC)c2)C[C@@H]2CC[C@H]1N2C(=O)NCc1ccc(F)cc1,·,1,0,-3,98,100,103,2,0
O=C1NC(=O)C(CCc2ccncc2)(c2ccccc2)C(=O)N1,2.6,3,0,-5,103,90,93,8,6
CC(C)CC(=O)Nc1ccc(S(=O)(=O)N2CC3CC(C2)c2cccc(=O)n2C3)cc1 (stereo not given),1.7,-2,0,0,92,91,104,0,1
Cc1cc(C)c(C2=NOC(O)(C(F)(F)F)C2)c(=O)[nH]1 (stereo not given),-1.0,4,0,-4,107,86,100,1,11
COc1ccc(C(CC(=O)N2CCC3(CC2)OCCO3)NS(=O)(=O)c2ccc(OC)cc2)cc1 (stereo not given),0.6,3,0,-7,102,92,93,2,34
FC(F)(F)c1ccc2c(c1)ncn2C1CCN(Cc2nnnn2C2CCCCC2)CC1,3.6,4,0,5,99,96,107,2,12

# 2 of the compounds above, with bars between the fields.
mol | MEX-5 binding | Bcl-xL primary | GRK2 aptamer HTS | GLD-1 TGE inh | CR mimetic SO | CIT2 TOR yeast | AGP1 TOR yeast | MCL1-BIM inh | VLA-4 inh
C=Cn1ccnc1P(=S)(c1ccc(Cl)cc1)c1nccn1C=C | 1.8 | -1 | 0 | -2 | 88 | 95 | 102 | 4 | -8
CC(C)CC(=O)Nc1ccc(S(=O)(=O)N2CC3CC(C2)c2cccc(=O)n2C3)cc1 (stereo not given) | 1.7 | -2 | 0 | 0 | 92 | 91 | 104 | 0 | 1

# 7 entries out of the list, sorted by SMILES length, low to high.
SMILES,MEX-5 binding,Bcl-xL primary,GRK2 aptamer HTS,GLD-1 TGE inh,CR mimetic SO,CIT2 TOR yeast,AGP1 TOR yeast,MCL1-BIM inh,VLA-4 inh
C=Cn1ccnc1P(=S)(c1ccc(Cl)cc1)c1nccn1C=C,1.8,-1,0,-2,88,95,102,4,-8
Cc1cc(C)c(C2=NOC(O)(C(F)(F)F)C2)c(=O)[nH]1 (stereo not given),-1.0,4,0,-4,107,86,100,1,11
O=c1[nH]c(=O)n(CCC2=CCCCC2)c(O)c1C=NCc1cccnc1,4.1,4,4,4,100,106,108,3,0
CCN(CC)C(=O)c1ccc(NC(=O)c2ccc(N3CCCC3=O)cc2)cc1,·,-1,0,-3,96,93,98,-4,2
FC(F)(F)c1ccc2c(c1)ncn2C1CCN(Cc2nnnn2C2CCCCC2)CC1,3.6,4,0,5,99,96,107,2,12
CC(C)CC(=O)Nc1ccc(S(=O)(=O)N2CC3CC(C2)c2cccc(=O)n2C3)cc1 (stereo not given),1.7,-2,0,0,92,91,104,0,1
COc1ccc(C(CC(=O)N2CCC3(CC2)OCCO3)NS(=O)(=O)c2ccc(OC)cc2)cc1 (stereo not given),0.6,3,0,-7,102,92,93,2,34

# Following part:
SMILES,MEX-5 binding,Bcl-xL primary,GRK2 aptamer HTS,GLD-1 TGE inh,CR mimetic SO,CIT2 TOR yeast,AGP1 TOR yeast,MCL1-BIM inh,VLA-4 inh
CCCCCCn1c(=O)c(C(=O)Nc2cnccn2)c(O)c2ccccc21,-0.7,3,0,2,89,102,105,-6,3
CCN1CCN(Cc2cc(OC)c3c(c2)OCO3)CC1,0.3,6,0,-4,104,105,98,6,29
O=c1[nH]c(=O)n(CCc2ccccc2)c(O)c1C=NCc1ccc2c(c1)OCO2,0.1,-6,0,1,91,99,105,-3,0
O=C(c1cc(Br)ccc1Cl)N1CCC2(CC1)OCCO2,-1.8,1,0,0,90,102,99,-2,8
CCc1ccc(CN2CCCC(C(=O)c3sccc3C)C2)o1 (stereo not given),-0.4,6,1,0,99,92,90,0,9
CC[N+](CC)(CC)CCCCCCCCCC[N+](CC)(CC)CC,-2.8,3,1,-3,92,98,103,8,3
O=C1NC(=O)N(Cc2ccc(F)cc2)C(=O)/C1=C\c1ccoc1,20,-121,18,-147,92,89,94,-173,0
CN(C)c1ccc2c(c1)N=C(c1ccco1)OP2(=S)N1CCOCC1 (stereo not given),-5.3,17,1,-1,90,65,77,23,-18
O=[N+]([O-])NC1=NCN(Cc2ccco2)CN1Cc1ccco1,2.2,4,5,-2,99,102,92,3,1
CC(=O)O[C@@H]1CC[C@]2(C)C3CC[C@@]4(C)C(C[C@@H](O)[C@@H]4O)C3[C@@H](OC(C)=O)C[C@H]2C1 (stereo not given in full),·,·,0,-1,104,115,92,·,-11
Cc1ccc(N=C(/N=C(\N)N[N+](=O)[O-])Nc2ccc(C)cc2)cc1,-1.9,-2,0,-3,89,94,96,-1,-2
C=CCn1c(O)c(C(C)=Nc2cccc(C(F)(F)F)c2)c(=O)[nH]c1=O,2.7,2,1,-1,98,89,95,0,-4
CCC(=NCC1CCCO1)c1c(O)n(-c2ccc(OC)cc2)c(=O)[nH]c1=O (stereo not given),·,-2,1,-9,94,109,112,-1,11
CC(=NCc1ccc(F)cc1)c1c(O)n(C)c(=O)n(C)c1=O,1.2,3,2,0,92,98,99,2,1
O=C(Nc1ccc(F)c([N+](=O)[O-])c1)N1C[C@H]2C[C@@H](C1)c1cccc(=O)n1C2,-2.8,4,0,-1,111,107,122,9,8
Cc1ccc(Cn2nnnc2CN2CCC(n3nnc4ccccc43)CC2)cc1,-1.5,3,0,-4,i,102,102,8,0
COc1ccc(OC)c(NC2=NCCCS2)c1,-0.6,-1,0,5,100,106,104,0,19
COc1ccc2c(c1)CC1(CN2C)C(=O)NC(=O)N(c2ccc(F)cc2)C1=O (stereo not given),-1.7,15,0,10,89,·,93,12,-4
CN(C)c1ccc(/C=C2/C(=O)NC(=O)N(Cc3ccco3)C2=O)cc1,-8.0,-8,30,-14,99,95,95,-7,7
Cn1c(O)c(C(c2ccccn2)c2c(O)n(C)c(=S)[nH]c2=O)c(=O)[nH]c1=S,-2.8,6,0,0,88,102,106,6,6
CC(=O)N1N=C(c2cccnc2)CC1c1ccccc1O (stereo not given),1.4,3,2,-7,83,102,97,11,6
O=C(Cn1cnc2ccccc2c1=O)NCCC(=O)N1CCC2(CC1)OCCO2,-0.2,6,0,3,100,97,104,6,7
C[N+](C)(C)CC#CCN1CCCC1=O,1.4,-4,3,1,105,85,88,-15,-10
CC(Cc1ccccc1)[n+]1cc(/N=C(\[O-])Nc2ccccc2)on1 (stereo not given),-1.5,4,0,10,99,99,107,-1,3
C=CCn1c(O)c(C(CC)=Nc2ccc(N(CC)CC)cc2)c(=O)[nH]c1=O,-0.7,8,0,5,99,97,90,3,5
O=C1NC(=O)N(c2ccccc2)C(=O)/C1=C\c1ccc2c3c(cccc13)CC2,-6.3,5,1,-8,96,·,·,8,22
CCOc1ccc(N2C(=O)NC(=O)/C(=C/c3cnc(SC)nc3)C2=O)cc1,2.0,2,1,2,92,96,101,9,4
C=CCn1c(O)c(C=NC2CCN(Cc3ccccc3)CC2)c(=O)[nH]c1=O,·,0,0,-1,91,100,99,-1,1
Cc1cc(C)nc(-n2c(C)nc3cc(Cl)ccc3c2=O)c1,-3.7,3,0,-2,99,96,99,0,13
CCCNC(=O)N1[C@H]2CC[C@@H]1C(C(=O)OC)=C(c1ccc(C(C)=O)cc1)C2,·,5,0,2,109,98,103,4,4
N#CC1=C(N)Oc2c(c(=O)oc3ccccc23)C1c1cccnc1 (stereo not given),-1.6,1,1,1,93,108,107,3,-10
O=c1c2ccccc2ncn1-c1ccc([N+](=O)[O-])c(C(F)(F)F)c1,-1.3,0,2,6,111,96,105,-1,9
O=c1[nH]c(=O)n(CCc2ccccc2)c(O)c1C=NCCN1CCNCC1,3.4,4,2,0,95,110,105,10,10
COc1ccc(C(=O)C2(C)N(O)C(C)C(c3cccs3)=[N+]2[O-])cc1 (stereo not given),0.4,6,0,0,96,103,103,1,-7
Cc1ccc(NP(=O)(Oc2ccccc2F)Oc2ccccc2F)cc1C,-2.2,3,4,9,119,89,96,-2,0
COc1ccccc1CC(=O)N1CCN(CCc2ccccc2)CC1,1.4,2,2,-1,113,103,108,6,-6
C=CCn1c(O)c(C(C)=NCc2ccco2)c(=O)[nH]c1=O,-1.2,8,0,-3,102,95,102,7,6
CCN(CC)P(c1n(C)cc[n+]1C)N(CC)CC,0.0,-15,4,6,83,95,96,-22,4
CCCCn1c(NS(=O)(=O)c2ccccc2)c(C(=O)OCC)c2nc3ccccc3nc21,-1.7,12,0,8,121,95,95,11,11
COC(=O)C1=C(c2ccc(-c3ccccc3)c(F)c2)C[C@@H]2CC[C@H]1N2C(=O)NCCNC(C)=O,·,7,0,1,89,93,97,5,-9
CC(=O)c1cn(Cc2ccc(F)cc2)c2ccccc12,-1.3,1,0,11,107,93,98,-3,-5
C=CCn1c(O)c(C(C)=NCCC2=CCCCC2)c(=O)[nH]c1=O,-0.6,7,0,1,115,·,103,10,-3
CCCc1nc2ccccc2c(=O)n1-c1ccc(OC)cc1,-0.7,-2,0,0,79,·,98,7,-4
O=C1/C(=C/c2cccnc2)N2CCC1CC2,1.8,2,1,4,83,90,98,2,-1
COc1ccc(CN2CCCC(C(=O)c3sccc3C)C2)cc1O (stereo not given),1.3,7,0,3,89,94,100,-4,2
COC1=CC=C2[C@H]3Cc4ccc(OC)c5c4[C@@]2(CCN3C)[C@H]1O5,-0.9,2,0,-1,117,93,92,-1,-14
ClCCOCCCl,·,0,0,6,102,87,94,1,11
O=C1NC(=O)C(=Cc2ccc(Sc3ccccc3)o2)C(=O)N1,-0.2,2,2,-4,105,71,62,12,9
COc1ccc(CCNCc2ccccc2)cc1,0.1,-7,0,0,93,?,?,1,8
COC(=O)CCCCC1SCC(NC(=O)c2ccccc2)C1Cl (stereo not given),2.9,48*,0,38*,94,98,98,46*,37
Cc1cc(C)c(N=Cc2c(O)[nH]c(=O)[nH]c2=O)c(C)c1,-1.3,2,0,3,107,108,111,5,-5
